# Polio RdRp inh = inhibitors of poliovirus RNA polymerase binding and polymerization | P03300 | poliovirus polymerase elongation, fluorescence polarization; stronger effect = lower value | % elongation, % (compound at 16.7 µg/mL) | hit rate 0.66% among 150,000 | AID 588519; in the data active means % elongation below about 90%; further: some results filed as inactive read as strong as hits
# Target sequence (P03300 1749-2209 limits assumed): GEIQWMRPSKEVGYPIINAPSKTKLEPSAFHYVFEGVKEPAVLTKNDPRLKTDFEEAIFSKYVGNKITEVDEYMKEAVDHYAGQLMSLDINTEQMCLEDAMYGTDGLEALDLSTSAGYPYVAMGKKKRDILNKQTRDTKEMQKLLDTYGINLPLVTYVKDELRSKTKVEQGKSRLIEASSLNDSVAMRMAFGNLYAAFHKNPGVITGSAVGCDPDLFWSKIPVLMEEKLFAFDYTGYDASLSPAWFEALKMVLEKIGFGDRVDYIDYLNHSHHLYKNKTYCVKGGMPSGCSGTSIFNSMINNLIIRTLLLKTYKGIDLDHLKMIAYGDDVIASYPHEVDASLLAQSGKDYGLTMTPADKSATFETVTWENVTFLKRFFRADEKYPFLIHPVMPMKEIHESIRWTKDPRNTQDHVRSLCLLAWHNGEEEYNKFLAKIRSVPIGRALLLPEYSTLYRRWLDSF
# Polio RdRp inh FP z-score = also measured in Polio RdRp inh; calls as there; z-score; measured here: FP z-score; hits read low
# Numbers without * were called inactive; & = joins results of further samples. These rows are one share of the data. The share of hits here may be higher or lower than overall.
SMILES,Polio RdRp inh,Polio RdRp inh FP z-score
O=C(Nc1ccccc1)N1CC2CCCN2c2ccccc21 (configuration not stated),100,-0.5
CC(=O)n1cc(/C=c2/sc3nc4c(C)c(C)ccc4n3c2=O)c(-c2ccccc2)n1,106,0.2
COCCCNC(=O)C1CCN(c2nc3ccc(Cl)cc3[nH]2)CC1,110,0.6
COCc1cc(C)n(CC(N)=O)c(=O)c1C#N,104,0.8
Cc1ccc(C(=O)Nc2nnc(S(=O)(=O)N3CCCCCC3)s2)cc1,109,0.2
Cc1cc(C)n(CC(O)Cn2c3ccccc3c3ccccc32)c(=O)n1 (configuration not stated),100,0.1
S=C(Nc1cccc(Cl)c1)NC1CCSc2ccc(Cl)cc21 (configuration not stated),101,-0.1
C/C(N)=C(/C#N)C(=O)CSc1n[nH]c(C(C)C)n1,101,0.1
COc1ccc(-c2nc3c(c(SCC(=O)Nc4ccc(C(=O)O)cc4)n2)Cc2ccccc2O3)cc1,108,1.3
COc1ccc(CC(=O)OCCOc2ccccc2F)cc1,104,0.8
O=C(c1ccccc1)n1cc2c(n1)-c1ccccc1CS2,107,0.5
N#Cc1ccc(C(=O)NC2CCCc3ccccc32)cc1 (configuration not stated),106,0.5
O=C(NCCC1=CCCCC1)c1ccc2c(Cl)c3c(nc2c1)CCC3,103,0.5
Cc1ccc(C(=O)N2CCCCC2CCN2CCCCC2)cc1 (configuration not stated),106,-0.2
CCn1c(SC(C)C(=O)NC(N)=O)nnc1-c1ccccc1 (configuration not stated),102,-0.4
CCC(=O)Nc1cccc(-c2cn3cccnc3n2)c1,102,0.2
CCCCN1C(=O)CN(C2CCCCC2)C(=O)C1c1ccc(OC)c(OC)c1 (configuration not stated),99,-0.6
CCC(=O)N=c1sc2cc(NC(C)=O)ccc2n1CCOC,100,-0.8
O=c1c2ccccc2nc2c3ccccc3c(N3CCCCCC3)nn12,100,-0.4
COc1cc(CN2CCC3(CC2)Nc2ccccc2-n2cccc23)cc(OC)c1OC,100,-0.5

# A portion from the list above:
SMILES,Polio RdRp inh,Polio RdRp inh FP z-score
Cc1ccc(C(=O)N2CCCCC2CCN2CCCCC2)cc1 (configuration not stated),106,-0.2
CCn1c(SC(C)C(=O)NC(N)=O)nnc1-c1ccccc1 (configuration not stated),102,-0.4
CCC(=O)Nc1cccc(-c2cn3cccnc3n2)c1,102,0.2

# Next part:
SMILES,Polio RdRp inh,Polio RdRp inh FP z-score
CCOc1ccc(NC(=O)N(Cc2ccc(CC)cc2)Cc2cn[nH]c2-c2ccc(OC)cc2)cc1,113,1.2
COc1ccc(NCc2cc3cc4c(cc3n(CC(=O)Nc3ccc(C)c(C)c3)c2=O)OCO4)cc1,102,-0.6
O=C(CCCn1c(=S)[nH]c2cc3c(cc2c1=O)OCO3)N1CCN(c2ccccc2F)CC1,103,0.3
S=c1[nH]nc(COc2ccc3c(c2)CCCC3)o1,97,-0.9
N#Cc1ccc(COC(=O)C2CC3C=CC2C3)cc1 (configuration not stated),100,-0.4
CCc1ccc(C2C(C#N)=C(C)NC3=C2C(=O)CCC3)cc1 (configuration not stated),102,0
Cc1nc2sc(C)c(C)n2c(=O)c1S(=O)(=O)NCCc1ccc(Cl)cc1,102,-0.5
CCc1ccc(NC(=O)c2ccc3c(c2)c(C)c(C)n3Cc2ccccc2)cc1,112,1.2
Cc1nnsc1C(=O)n1nccc1-c1cnn(-c2ccccc2)c1C,97,-1
O=C(O)CC1C(=O)N2CCNC2=C1C(=O)c1ccccc1 (configuration not stated),102,-0.2
O=C(NCc1cccc(F)c1)C1CCCN(C(=O)N2CCOc3ccccc32)C1 (configuration not stated),106,-0.1
CCOc1ccc(-c2noc(-c3nnn(-c4ccccc4C(F)(F)F)c3N)n2)cc1,104,1.1
CCc1ccc(NC(=O)C2CCC(CNS(=O)(=O)c3ccc4c(c3)C(C)(C)C(=O)N4C)CC2)cc1 (configuration not stated),110,0.6
Cc1ccccc1NS(=O)(=O)c1ccc(Br)s1,104,0.1
O=C(N/N=C/c1ccc(N2CCOCC2)cc1)c1ccc(Cl)cc1,116,1.9
CCN(CC)c1ccc(N=Cc2cccs2)cc1,118,1.6
c1ccc(CNC2=NCCC2)cc1,102,0.2
Cc1csc(-n2c(C)ccc2C)n1,107,0.6
Cc1ccccc1Cn1nc(C)c(NC(=O)c2cc(-c3ccc(F)cc3)on2)c1C,107,0.6
CC(Oc1cccc(Cl)c1)C(=O)N1CCN(c2ncccn2)CC1 (configuration not stated),103,0.1
O=C(N=C1c2ccccc2CN1c1ccccc1)c1ccncc1,100,-0.3
O=C(O)c1cc(=O)[nH]c(-c2ccccc2)n1,103,0.3
CCn1c(CNC(=O)c2ccccc2)n[nH]c1=S,102,0.1
O=C(COc1ccc(Br)cc1Cl)Nc1ncn[nH]1,108,1
CCc1cccc(C)c1N1C(=O)CC(C)C1=O (configuration not stated),101,0.1
O=C(O)c1cccc2ncccc12,101,0.2
CCC(=O)Nc1ccc(C(=O)NCC(=O)OC)cc1,101,0.6
O=C(Nc1ccc(OC(F)(F)F)cc1)c1ccccc1-n1cnnn1,97,-0.4
O=C(Cc1cccc(F)c1)N1CCN(S(=O)(=O)c2ccc3c(c2)OCCO3)CC1,103,0.3
CCN(CC)CP(=O)(c1ccccc1)c1ccccc1,100,-0.1
COc1ccc2c(c1)c(CC(=O)NC1CCCC1)c(C)n2C(=O)c1ccc(Cl)cc1,103,0
COc1ccc(CNC2CCCCC2C)cc1 (configuration not stated),101,0.4
COc1ccc(NC(=O)CSc2oc(-c3ccc(C)cc3)nc2S(=O)(=O)c2ccc(C)cc2)c(OC)c1,102,-0.9
COc1ccc(NC(=O)COCc2cc(-c3ccc4c(c3)OCO4)on2)cc1,106,0.6
Cc1ccc(C2=NC(c3ccc(F)cc3)=Nc3ccc(C)cc3N2)cc1,108,0
O=C1C2C(c3ccccc3)C=CC(c3ccccc3)C2C(=O)N1Cc1ccccc1 (configuration not stated),104,0.3
COc1ccc(-c2nnc(SCCOc3ccccc3C)o2)cc1OC,110,0.5
CCOc1ccc(-c2nnc3ccc(SCc4ccc(C(=O)OC)o4)nn23)cc1,102,0
COc1ccc(CCNC(=S)N(C)C)cc1OC,109,1
CCOc1ccc(/C=C(\C#N)C(=O)Nc2sc3c(c2C(=O)OC)C(C(=O)OC)CC3)cc1OC (configuration not stated),73*,-3.9*

# Gathered by group: the entries above containing bromine (2)
SMILES,Polio RdRp inh,Polio RdRp inh FP z-score
Cc1ccccc1NS(=O)(=O)c1ccc(Br)s1,104,0.1
O=C(COc1ccc(Br)cc1Cl)Nc1ncn[nH]1,108,1

# Following part
SMILES,Polio RdRp inh,Polio RdRp inh FP z-score
Cc1ccccc1S(=O)(=O)NC1=NCCCCC1,102,-0.1
COC(=O)N(C)CC1Cc2ccccc2O1 (configuration not stated),101,-0.1
CC(C)CS(=O)(=O)C1=NN2C(=N)/C(=C\c3ccco3)C(=O)N=C2S1,97,-1
CCOC(=O)c1nnc2c(Br)c(C)nn2c1C,100,-0.8
Cc1cc(C(=O)CSc2ccc(S(=O)(=O)N3CCN(C)CC3)cn2)c(C)n1C1CC1,103,-0.1
COc1ccccc1NC(=O)C1CCCN(S(=O)(=O)c2cnc[nH]2)C1 (configuration not stated),100,-0.3
Cc1[nH]n(-c2ccccc2)c(=O)c1N=Nc1ccccc1C(=O)N1CCCCC1,103,0.5
CCC(CC)C(=O)Oc1coc(CSc2nc(C)cs2)cc1=O,104,0.6
CCCCNc1c2c3c(cccc3[nH]c1=O)C(=O)c1ccccc1-2,87,-5.4
O=C(CSc1ccc2c(c1)OCCO2)N1CCc2ccccc2C1,102,0.2
CCCCOc1ccc(C(=O)Nc2ccc3c(c2)CCCN3C(=O)c2cccs2)cc1,109,0.5
Cc1nc2c(=O)oc3ccccc3c2n1C(C)C,101,0.1
CCCNc1ncnc2onc(C)c12,101,-0.8
Cc1ccc(Cl)cc1N1CCN(C(=O)/C=C/c2ccc(S(=O)(=O)NCc3ccco3)cc2)CC1,105,0.4
Cc1ccc(Cl)cc1-n1ncc2c(N3CCN(Cc4ccccc4)CC3)ncnc21,105,-0.3
COc1ccc(NC(=O)[C@@H](NC(=O)c2ccc(C)cc2)C(C)C)cc1OC,103,-0.2
CCCCN(CC)C(=O)c1cn(CC)c2nc(C)ccc2c1=O,101,0.2
COc1ccc(NC(=O)CC2C(=O)N(c3ccc(F)cc3)C(=O)N2Cc2ccc3c(c2)OCO3)cc1 (configuration not stated),106,0.2
N#Cc1c(/N=C/c2c(O)[nH]c(=O)[nH]c2=O)sc2c1CCC2,110,1.2
CC(=O)Nc1cccc(Nc2ncnc3c2cnn3C)c1,101,0.2

# Looked up by compound from the entries so far, 6 records:
SMILES,Polio RdRp inh,Polio RdRp inh FP z-score
CC(Oc1cccc(Cl)c1)C(=O)N1CCN(c2ncccn2)CC1 (configuration not stated),103,0.1
Cc1ccccc1Cn1nc(C)c(NC(=O)c2cc(-c3ccc(F)cc3)on2)c1C,107,0.6
O=C(Nc1ccccc1)N1CC2CCCN2c2ccccc21 (configuration not stated),100,-0.5
O=C(Cc1cccc(F)c1)N1CCN(S(=O)(=O)c2ccc3c(c2)OCCO3)CC1,103,0.3
CCc1cccc(C)c1N1C(=O)CC(C)C1=O (configuration not stated),101,0.1
CCOc1ccc(NC(=O)N(Cc2ccc(CC)cc2)Cc2cn[nH]c2-c2ccc(OC)cc2)cc1,113,1.2

# (listing goes on)
SMILES,Polio RdRp inh,Polio RdRp inh FP z-score
Cc1nc2ccccc2c2oc(C(=O)NCCCN3CCC(C)CC3)cc12,100,0.1
O=C(CCCc1nnc2c(=O)n(-c3ccc(Cl)cc3)ccn12)N1CCc2ccccc2C1,102,0.8
CCc1nn2c(=O)cc(COC(=O)CNC(=O)c3ccccc3)nc2s1,105,-0.3
CC(=O)C1=C(c2ccc(Cl)c(Cl)c2)N(C(C)=O)n2c(C)nnc2S1,89,-3.3
CCC1(CC)COC2(OC1)C(=O)Nc1ccc(F)cc12,102,-0.2
CCCOc1ccc(CNC(=O)CN2C(=O)c3cccnc3Oc3ccc(C)cc32)cc1,105,-0.2
COc1ccc(CC(=O)Nc2c(C(=O)Nc3ccc(F)cc3)oc3ccccc23)cc1OC,106,0.7
CCC1CCCCN1c1ncnc2c1nnn2Cc1ccccc1Cl (configuration not stated),101,0
O=C(NCCCN1CCN(c2ccc(F)cc2)CC1)c1cc2c(Cl)nc3ccccc3c2s1,106,0.2
CCCS(=O)(=O)N1CCC(n2c(C)nc3cccnc32)CC1,103,-0.8
O=C(O)CN1C(=O)CCCc2ccccc21,101,-0.1
CC(C)Oc1ccc(CN2CCc3nc(Nc4ccc5c(c4)OCCO5)ncc3C2)cc1,107,0.2
COc1ccc(N2CCN(C(=O)CSc3nc(-c4ccccc4)no3)CC2)cc1,113,1.2
Cc1ccc(C(=O)N2c3ccc(C)cc3[C@@H]3CN(C)CC[C@H]32)cc1,98,-0.4
COCCN(Cc1ccccc1)C(=O)Cc1c(C)noc1C,105,0.4
COCCn1c(C)cc(/C=C2\C(=O)Nc3cc(Cl)ccc32)c1C,108,0.6
CS(=O)(=O)Nc1ccc(/C(N)=N/O)cc1,105,0.9
CCOC(=O)c1nnc2c(-c3ccc(Cl)cc3)c(C)nn2c1N,98,-2
Cc1ccc(NS(=O)(=O)c2ccc3c(c2)CCN3C(=O)C2CC2)c(C)c1,114,1.3
CCCCCC(O)c1cccc(OCc2ccc3ccccc3n2)c1 (configuration not stated),101&100,0.1&0.1
O=S(=O)(/N=C/c1cccnc1)c1cccs1,101,-0.2
O=S1(=O)CCC(Cc2nc3ccccc3[nH]2)C1 (configuration not stated),100,-0.3
CCn1c2ccccc2c2nnc(N3CCc4ccccc4C3)nc21,102,0.2
NC(=O)c1ccc(CC(=O)c2ccc(Cl)cc2)cc1,109,1
CC1CC(OCC(O)C[N+]2(C)CCOCC2)CC(C)(C)C1 (configuration not stated),101,-0.2
COC(=O)COc1cc(C)ccc1C,108,0.4
N#C/C(=C\c1ccc(Cl)cc1)c1nc2ccccc2[nH]1,104,0.1
O=C(/C=C/c1c(Cl)nc2ccccn12)N1CCCCC1,107,0.3
Cc1cc(-c2noc(-c3cccc(F)c3)n2)c2ccccc2n1,101,0.2
COc1cccc(NC(=O)COC(=O)CC23CC4CC(CC(C4)C2)C3)c1,104,1.4
CCOC(=O)c1sc(NC(=O)CSc2nnc(Cn3nnc4ccccc43)n2C)nc1C,100,-0.3
CCOc1ccccc1CNC(=O)c1cc2c(=O)n(Cc3cccnc3)ccc2nc1C,101,-1
Cc1ccc(-n2nc(C)c(C(=O)NCCCN3CCN(c4ccc(F)cc4)CC3)c2-n2cccc2)cc1,102,-1.2
COc1ccccc1NC(=O)C1CC(=O)NC(=Nc2ccc(C)cc2)S1 (configuration not stated),103,0.3
CCOc1ccc(CNC(=O)c2[nH]c3ccccc3c2Sc2ccc(C)cc2)cc1,107,-0.1
COc1cccc(NC2=NCCCCC2)c1,102,-0.1
Cc1cccc(Oc2ccc(N3C(=O)C4C5C=CC(C5)C4(C)C3=O)cc2)c1C (configuration not stated),100,-0.5
CN(C)CC(=O)Nc1ccc(Cl)cc1,102,0.4
O=C(NCCc1ccc(Cl)cc1)c1ccc(CS(=O)(=O)Cc2ccc(F)cc2)o1,107,0.2
Cc1ccc(S(=O)(=O)N2CCN(C/C=C/c3ccccc3)CC2)c(C)c1C,102,0.2
O=C(O)CC1(CC(=O)Nc2ccc(Br)cc2)CCCC1,102,-0.3
COc1ccc(C2N3CC(C)(C)CN23)cc1OC (configuration not stated),100,0.1
CC(=O)N1CCN(C(=O)COc2ccc(C#N)cc2)CC1,100,-0.8

# Assay outcomes from PubChem BioAssay.
